# Assay outcomes: PubChem, National Center for Advancing Translational Sciences (NCATS)
# BLM helicase inh: Bloom syndrome helicase (human) inhibition; P54132; recombinant BLM DNA unwinding, fluorescence dequenching; Potency, µM (top dose mostly 56.1 µM), for inactives: at the highest dose activity change, negative = inhibition, usual class: inhibitors; hit rate 0.2% among 350,000; AID 2528;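 further: plate controls were vehicle for no effect and no enzyme for full effect; nearly all actives have a fitted effect of over 35% in size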
# JMJD2A Tudor: JMJD2A Tudor domain (human) inhibition; AlphaScreen JMJD2A-Tudor / H3K4me3 peptide binding; hit rate 4.4% among 390,000; AID 504339; O75164; Potency, µM (series often up to 114 µM), for inactives: top-dose activity change, negative = inhibition, usual class: inhibitors; further: on the % scale 0 is the no-effect control and ±100 the full control effect; nearly all actives have a fitted effect of over 50% in size
# BAZ2B block: inhibitors of human BAZ2B bromodomain. Q9UIF8. AlphaScreen BAZ2B-H3K14Ac peptide displacement. Potency, µM (highest dose often 114 µM), without a hit: top-dose activity change, negative = inhibition, usual class: inhibitors. hit rate 4.4% among 360,000. AID 504333; further: on the % scale 0 is the no-effect control and ±100 the full control effect; nearly all actives have a fitted effect of over 60% in size
#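 Multi-concentration screen (max 110 uM) measuring displacement of acetylated histone H3 peptide from BAZ2B by AlphaScreen, using 50 nM protein, 50 nM peptide and 10 ug/mL streptavidin donor plus Ni-chelate acceptor beads.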
# Pol iota inh: DNA polymerase iota (human) inhibition; AID 588590; hit rate 1% among 390,000; Potency, µM (titrated, usually from 115 µM), for the others: at the highest dose activity, negative = inhibition, hits mostly inhibitors; Pol iota fluorescent replication assay, 10 min; Q9UNA4
#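 Fluorescent replication assay read twice, at 0 min and 10 min after adding 50 nM (final) substrate. Enzyme (10 nM) and compounds were first incubated 15 min at room temperature; enzyme-free buffer wells were negative controls.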
# POLB inh: inhibitors of human DNA polymerase beta; AID 485314; P06746; hit rate 1.3% among 340,000; Pol beta primer extension/strand displacement, fluorescence kinetic; Potency, µM (doses to about 114 µM), inactives show top-dose activity change, negative = inhibition, most hits filed as inhibitors; further: on the % scale 0 is the no-effect control and ±100 the full control effect
#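 Values derive from four-parameter Hill fits of normalized kinetic data: reads at 0 and 10 min following addition of 50 nM substrate to 10 nM Pol beta preincubated 15 min with compound.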
# G9a block: inhibitors of human histone lysine methyltransferase G9a | Q96KQ7 | G9a H3K9 monomethylation, AlphaScreen, 2 h | Potency, µM (highest dose often 102 µM), inactives show at the top dose activity, negative = inhibition, usual class: inhibitors | hit rate 8.8% among 350,000; further: on the % scale 0 is the no-effect control and ±100 the full control effect; nearly all actives have a fitted effect of over 75% in size
# Target sequence (Q96KQ7 913-1193 limits assumed): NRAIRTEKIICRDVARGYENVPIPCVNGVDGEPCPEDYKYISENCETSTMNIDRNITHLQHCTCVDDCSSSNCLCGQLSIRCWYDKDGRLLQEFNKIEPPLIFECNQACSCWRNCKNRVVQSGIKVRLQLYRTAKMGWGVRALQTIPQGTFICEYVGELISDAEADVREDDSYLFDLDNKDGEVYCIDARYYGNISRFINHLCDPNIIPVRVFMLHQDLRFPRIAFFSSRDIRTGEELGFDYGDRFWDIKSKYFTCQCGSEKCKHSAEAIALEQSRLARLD
#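 Methyltransferase reactions run at room temperature for 2 h (20 nM enzyme, 500 nM biotin-H3K9 peptide, 20 uM SAM) after a 15 min compound preincubation; product detected by AlphaScreen beads and anti-H3K9me1 antibody.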
# Pol eta inh: DNA polymerase eta (human) inhibition. Q9Y253. recombinant Pol eta, fluorescent DNA replication assay. Potency, µM (doses to about 114 µM), for inactives: at the top dose activity change, negative = inhibition, hits mostly inhibitors. hit rate 1.2% among 390,000; further: on the % scale 0 is the no-effect control and ±100 the full control effect
# Target sequence (Q9Y253 whole entry, looked up): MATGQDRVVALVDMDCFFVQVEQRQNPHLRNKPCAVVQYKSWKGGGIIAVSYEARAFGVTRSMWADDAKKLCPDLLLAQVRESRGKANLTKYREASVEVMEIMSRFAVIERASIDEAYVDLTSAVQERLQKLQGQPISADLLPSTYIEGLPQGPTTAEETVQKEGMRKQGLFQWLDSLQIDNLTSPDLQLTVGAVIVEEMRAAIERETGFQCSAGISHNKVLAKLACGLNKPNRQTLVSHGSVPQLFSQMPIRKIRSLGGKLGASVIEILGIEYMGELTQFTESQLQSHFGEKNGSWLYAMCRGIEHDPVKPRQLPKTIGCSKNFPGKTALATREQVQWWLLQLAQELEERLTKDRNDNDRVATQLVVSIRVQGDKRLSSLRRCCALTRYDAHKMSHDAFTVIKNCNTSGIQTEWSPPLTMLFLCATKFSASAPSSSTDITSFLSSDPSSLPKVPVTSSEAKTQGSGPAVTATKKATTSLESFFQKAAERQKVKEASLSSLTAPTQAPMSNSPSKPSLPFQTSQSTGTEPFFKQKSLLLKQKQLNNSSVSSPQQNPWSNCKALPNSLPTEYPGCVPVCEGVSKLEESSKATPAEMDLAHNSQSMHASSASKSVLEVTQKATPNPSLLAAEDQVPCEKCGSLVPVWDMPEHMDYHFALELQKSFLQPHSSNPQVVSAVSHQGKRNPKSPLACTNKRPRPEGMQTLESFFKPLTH
#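 Pol eta at 10 nM preincubated with compounds 15 min at room temperature; reaction started with fluorescent substrate (50 nM final) and read kinetically at 0 and 10 min.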
# POLK inh: DNA polymerase kappa (human) inhibition | Q9UBT6 | AID 588579 | hit rate 0.53% among 400,000 | Potency, µM (series often up to 107 µM), for inactives: at the highest dose activity, negative = inhibition, actives largely listed as inhibitors | purified Pol kappa, fluorescent DNA synthesis assay, 10 min; further: on the % scale 0 is the no-effect control and ±100 the full control effect
#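 Inhibition of 10 nM Pol kappa is measured by a fluorescent read-out at 0 and 10 min following addition of 50 nM substrate (final), with a 15-min room-temperature compound preincubation.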
# APE1 inh: APE1 (human) endonuclease inhibition | P27695 | recombinant APE1, TAMRA/BHQ-2 abasic DNA cleavage fluorescence | Potency, µM (top dose mostly 65.8 µM), inactives show at the top dose activity change, negative = inhibition, actives largely listed as inhibitors | hit rate 0.35% among 350,000 | AID 2517;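 further: plate controls were vehicle for no effect and reference inhibitor for full effect; nearly all actives have a fitted effect of over 55% in size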
#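 Kinetic fluorescence read (525 ex/598 em nm, three reads 60 s apart) of AP-site incision; signal = third minus first read. Enzyme 0.75 nM, dual-labelled THF duplex 50 nM, compound preincubation 15 min RT.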
# The depositor's hits bear a star; ? = inconclusive; . = no result given; [ ] = remark or other dose. The call rests on the fitted dose curve; in most records, active means well fitted curve in the direction sought with a large enough effect; inconclusive means small, poorly fitted or top-dose-only effect, or another doubt; inactive means no such curve, though single readings can be large; an effect the other way counts as inactive or inconclusive. Potency means the concentration at half of the fitted maximal effect. This is a subset; count on the stated rates, not on these rows.
# Each structure is followed by: BLM helicase inh | JMJD2A Tudor | BAZ2B block | Pol iota inh | POLB inh | G9a block | Pol eta inh | POLK inh | APE1 inh
- O=C(c1sc2ccccc2c1Cl)N(Cc1cccs1)C1CCS(=O)(=O)C1 (stereo not given)
  -10% | -30% | -3% | -21% | -3% | -13%[59 µM] | -11% | -4% | 2%
- Cc1ccc(C2OC3=C(C(=O)CC(C)(C)C3)C(N)=C2C#N)o1 (stereo not given)
  -2% | -24% | ? | 128%[activator] | 2% | ? | -6% | -14% | 1%
- COc1ccc(-c2cc(C(F)(F)F)nc(SCC(=O)NCCN3CCOCC3)n2)cc1OC
  -12% | 1% | 2% | -12% | 1% | 8%[59 µM] | -19% | 5% | 4%
- COc1ccccc1C(=O)NC(=O)CSc1nc2nc(C)cc(C)n2n1
  . | -5% | -4% | 47%[activator] | . | -17%[12.7 µM] | -17% | -8% | -6%
- CN(Cc1ccccc1)C(=O)NC1CCCCC1
  5% | -2% | 45%[activator] | 17% | 47% | 26%[59 µM] | -21% | 0% | 2%
- COc1ccc(-c2cn3c(C)c(C(=O)NC(C)C)sc3n2)cc1
  -5% | -5% | 8% | 9% | 29% | -7%[0.0925 µM] | -8% | -1% | 8%
- CCOC(=O)c1ccc(NC(=S)N2CCSC2c2ccc(Br)cc2)cc1 (stereo not given)
  -14% | -22% | -28% | 12% | -18% | ? | -20% | -18% | 3%
- Cc1ccc(CNCC2CCCO2)o1 (stereo not given)
  -4% | -4%[57.1 µM] | 6% | 3% | 1% | 20%[59 µM] | -8% | -1% | -3%
- COc1ccc(NC(=S)NC(NC(=O)CCl)C(Cl)(Cl)Cl)c([N+](=O)[O-])c1 (stereo not given)
  -6% | ? | ? | ? | -7% | 25µM* | 50µM* | -15% | -3%
- Cc1ccc(/C=C/C2=NN(C)C(=O)CC2)cc1
  -1% | 2% | -9% | 63%[activator] | 1% | 2% | 11% | -13% | -4%
- O=C(Cc1ccc(NC(=O)C2CCCN(C(=O)C3CCC3)C2)cc1)Nc1cccc(C(=O)N2CCCCC2)c1 (stereo not given)
  . | -10% | . | 5% | . | . | -14% | 1% | .
- CC(C)(C)OC(=O)NCCCCCc1nnc(SCc2ccccc2)o1
  -9% | 16% | 16% | 23% | -24% | 85%[activator] | -5% | -5% | 3%
- O=C(CCc1nc(CN2CCN(S(=O)(=O)c3ccc(Cl)cc3)CC2)no1)N1CCCCC1
  0% | -18% | ? | 16% | 6% | -47%[59 µM] | -14% | -20% | .
- CCOc1ccc(CNCc2c(C(=O)O)c(C)n(Cc3ccc(C)cc3)c2C)cc1
  4% | -24% | -30% | 14% | 27% | 5%[59 µM] | -11% | -2% | .
- C=CCn1c(NC(=O)c2ccco2)nc2ccccc21
  0% | -16% | -29% | 32%[activator] | 8% | 59%[activator] | -20% | 3% | 32%
- COC1=C(OC)C(=O)C(C/C=C(\C)CC/C=C(\C)CC/C=C(\C)CC/C=C(/C)CC/C=C(\C)CC/C=C(\C)CC/C=C(\C)CC/C=C(\C)CC/C=C(\C)CCC=C(C)C)=C(C)C1=O
  2% | . | . | . | . | ? | . | -7%[60.1 µM] | 0%
- COc1cccc(-c2cc(-c3cccnc3)nc(N)c2C#N)c1
  -4% | -2% | 3% | 28% | 1% | -4% | -19% | -6% | -1%
- CC(C)(C)c1ccc(CCC(CC(=O)O)CC(=O)O)cc1
  -3% | -16% | -18% | 12% | 0% | 13%[12.7 µM] | -8% | -3% | -3%
- CCn1c(SCC(=O)N2CCOCC2)nc2oc3c(Cl)cc(Cl)cc3c(=O)c2c1=O
  -4% | . | ? | . | ? | 40µM* | . | . | 5%
- Cc1c(C)c(C)c(CO/N=C/c2cccs2)c(C)c1C
  -3% | -22% | -18% | 140%[activator] | 7% | -2% | -5% | -6% | -3%
- CCn1cc(/C=N\NC(=O)c2cc(-c3ccccc3OC)nc3ccccc23)c(C)n1
  1% | -34% | -4% | 33%[activator] | 4% | 1%[59 µM] | -14% | -17% | -1%
- CCCC(c1nnnn1Cc1ccc(OC)cc1)N1CCC(C(N)=O)CC1 (stereo not given)
  -2% | -18% | ? | 4% | 2% | 71µM* | -16% | -9% | -2%
- O=C(CCCOc1ccccc1)Nc1ccc(S(=O)(=O)Nc2ccccn2)cc1
  -10% | -22% | -5% | 46%[activator] | -1% | -22% | -16% | -7% | 8%
- COc1ccc(-n2cc(CN[C@H]3CCCCNC3=O)c(-c3cccc(F)c3)n2)cc1
  -3% | -11% | -11% | -17% | -2% | -43% | -20% | 13% | 1%
- Cc1ccc(C(=O)OCN2C(=O)c3ccccc3C2=O)c(O)c1
  -2% | -13% | 0% | -1% | 14% | -27% | -16% | 6% | 35%
- Fc1ccccc1NC(=S)NCCc1ccc(Cl)cc1
  -5% | -4% | 5% | 61%[activator] | 3% | 4% | -25% | -6% | -14%
- COc1ccc(-c2nnc3cccc(Cl)n23)c(OC)c1
  -2% | -3% | 3% | 156%[activator] | -3% | -11% | -13% | 3% | 28%
- CCOC(=O)C(=Nc1ccccc1)NO
  2% | 12% | 5% | 18% | 16% | 1%[59 µM] | -17% | -5% | -4%
- S=c1[nH]nc(-c2cc(-c3ccccc3)n[nH]2)n1/N=C/C=C/c1ccco1
  -24% | ? | ? | 14µM* | 22µM* | 1.8µM* | 22µM* | 50µM* | ?
- COc1ccccc1NS(=O)(=O)c1ccc(C)c(NC(=O)c2ccc(S(=O)(=O)N3CCCCCC3)cc2)c1
  -7% | 0% | -20% | 135%[activator] | 12% | -18%[59 µM] | -18% | -4% | 2%

# Compound profiles, as listed above. Order of values: BLM helicase inh | JMJD2A Tudor | BAZ2B block | Pol iota inh | POLB inh | G9a block | Pol eta inh | POLK inh | APE1 inh
# COc1ccc(-c2cn3c(C)c(C(=O)NC(C)C)sc3n2)cc1 across the screens: -5% | -5% | 8% | 9% | 29% | -7%[0.0925 µM] | -8% | -1% | 8%
# C=CCn1c(NC(=O)c2ccco2)nc2ccccc21 across the screens: 0% | -16% | -29% | 32%[activator] | 8% | 59%[activator] | -20% | 3% | 32%

# More structures follow.
# Each structure is followed by: BLM helicase inh | JMJD2A Tudor | BAZ2B block | Pol iota inh | POLB inh | G9a block | Pol eta inh | POLK inh | APE1 inh
- O=C1C(NS(=O)(=O)c2cccs2)=C(N2CCN(Cc3ccccc3)CC2)C(=O)c2ccccc21
  -11% | 14µM* | 13µM* | 62%[activator] | ? | 13µM* | -13% | -6% | -4%
- NCCOc1ccccc1-c1ccccc1
  4% | -10% | 5% | 6% | 6% | 14%[59 µM] | -18% | -3% | -2%
- OC1CN=C2CCCc3c2n(c2ccc(Cl)cc32)C1 (stereo not given)
  4% | -31% | -37% | 0% | 17% | ? | -8% | -13% | -3%
- C[C@H](O)CC1=C[C@H](O)[C@@H](C)OC1=O
  0% | -2% | -1% | 17% | 1% | 17%[59 µM] | 5% | 8% | -4%
- CCOC(=O)N1CCN(S(=O)(=O)c2ccc(F)c(C(=O)Nc3ccc(C)c(Cl)c3)c2)CC1
  -8% | -5% | -2% | -9% | 8% | 10% | -12% | -12% | -1%
- COc1ccc(S(=O)(=O)NNC(=O)Nc2ccccc2OC)c(OC)c1
  -2% | -5% | -4% | 18% | 101% | . | 7% | -8% | -9%
- O=[N+]([O-])c1ccc(Cl)cc1CN1CCCCCC1
  0% | 20µM* | ? | 3% | 11% | 22µM* | -3% | 2% | 20%
- COc1ccc(CCn2c(-c3cccc([N+](=O)[O-])c3)nc3nc4ccccc4nc32)cc1OC
  4% | -13% | 13% | 10% | -8% | 5%[59 µM] | -4% | -1% | 1%
- CC(C)OCCCNC(=O)Cn1ncc2c(=O)oc3ccccc3c21
  -2% | 3% | 3% | -9% | -3% | ? | -17% | 3% | -7%
- CCCc1ccc(C(=O)NNc2cccc(C)c2)cc1
  -2% | -18% | ? | -19% | 3% | . | 0% | -19% | 8%
- COc1ccnc2c1c(=O)n(Cc1cccc(Cl)c1)c(=O)n2C
  1% | -1% | -18% | 13% | 5% | -5% | -6% | -3% | 20%
- COc1ccc(N2CCN(C(CNC(=O)C(=O)NCc3ccc4c(c3)OCO4)c3ccco3)CC2)cc1 (stereo not given)
  -1% | -18%[11.4 µM] | -14% | 1% | -1% | ? | ? | -2% | -5%
- Clc1ccc(CSc2cc3c(nn2)-c2ccccc2CC3)cc1
  -3% | 51%[activator] | 20% | 1% | 23% | 12%[59 µM] | -17% | -2% | -3%
- O=S(=O)(c1cccc2nsnc12)N1CCc2ccccc21
  -1% | ? | 71µM* | 28% | 9% | ? | -19% | -4% | 10%
- O=C(CCC(=O)N/N=C/c1ccccc1O)NCc1ccccc1
  6% | -13% | 2% | 31%[activator] | 2% | 7%[59 µM] | -12% | 4% | 16%
- CC(C)(C)c1nc(CN2CCCCC2)cc(CN2CCCCC2)c1O
  -3% | -6% | -33% | ? | 46% | -44% | -5% | -2% | -1%
- CCc1nnc(NS(=O)(=O)c2ccc(N/C=C(\C=O)c3nc4cc(Cl)ccc4o3)cc2)s1
  -13% | ? | ? | -10% | ? | 1% | ? | -21% | -3%
- CCN(CC)C(=O)c1ccc(S(=O)(=O)NCc2cccnc2)cc1
  -1% | -16% | -1% | 8% | 16% | 79µM* | -4% | -4% | 1%
- COC(=O)c1ccc(C(=O)OC)c(NC2=NS(=O)(=O)c3ccccc32)c1
  3% | -3% | -4% | -5%[58.9 µM] | -23% | 3%[12.7 µM] | -6% | -4% | 0%
- CC1CCN(C(c2ccc(N(C)C)cc2)c2nnnn2Cc2ccc(F)cc2)CC1 (stereo not given)
  -1% | ? | 13µM* | 10% | -11% | -5%[0.501 µM] | -9% | 0% | 7%
- COc1cccc(/C=N/Nc2nc3ccccc3n3cnnc23)c1
  4% | 6% | -5% | 8% | 22% | 27%[59 µM] | ? | -9% | -4%
- CCOc1cc(NC(=O)C2CC2)c(OCC)cc1NC(=O)CCn1nnc2ccccc21
  1% | -1% | 9% | 12% | -1% | -1% | -8% | -5% | -3%
- COC(=O)C1=NN[C@H](C(=O)OC)[C@H]1c1ccccc1
  0% | 5%[57.1 µM] | 7% | -2% | 32% | 4%[59 µM] | -17% | -14% | 4%
- COc1cccc(C(=O)OC2CCN(C)CC2)c1
  1% | -3% | 0% | 6% | 77% | 7% | 5% | -7% | 0%
- Nc1nc(-c2cc3ccccc3o2)cs1
  -7% | -26% | -32% | 62%[activator] | -7% | . | -25% | -1% | -4%
- CCCC(=O)NC(=S)Nc1ccccc1OC
  -5% | -18%[57.1 µM] | 8% | 13% | 32% | -2%[59 µM] | 5% | -22% | 13%
